Screening data from PubChem.
TCR activator = Activators of T cell receptors: qHTS campaign | primary human leukocytes, anti-CD3, IL-2 HTRF, 48 h | Potency, µM (titrated, usually from 9.22 µM), for the others: at the top dose activation of IL-2 secretion, actives largely listed as activators | 330,000 tested, under 10 active | AID 504894, 2011; also: % of control where 0% means no effect
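IL-2 produced over 48 hr by a-CD3 bead-stimulated primary human leukocytes exposed to compounds was detected with a homogeneous time-resolved FRET immunoassay, 665nm acceptor signal after 320nm excitation.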
TSHR antag = Antagonists of the Thyroid Stimulating Hormone Receptor: HTS campaign; TSHR-expressing cells, TSH-stimulated cAMP HTRF, 2 h; active compounds read low; activity change, negative = inhibition, % at 11.5 µM; 330,000 compounds, 0.2% hits; AID 504810, 2011;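 active = activity change below a set negative limit, meaning inhibition stronger than a set level, cut at about -70% in these data; inconclusive = activity change between two set negative limits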; also: % is scaled to controls: 0 for no effect and ±100 for the full control effect
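TSHR-expressing cells, 200/well, pre-treated with compound, then stimulated with EC80 TSH (4nM final) for 2 hours at 37 deg C. cAMP measured by competitive HTRF: anti-cAMP cryptate antibody in lysis buffer plus cAMP-d2, read after 30 minutes at room temperature.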
S-ASM inh = Inhibitors of Secretory Acid Sphingomyelinase (S-ASM): qHTS; Potency, µM (series often up to 57.5 µM), inactives show at the top dose activity change, negative = inhibition, usual class: inhibitors; 340,000 compounds, 0.006% hits; placental ASM, HMU-PC fluorogenic substrate, 60 min; Sphingomyelin phosphodiesterase (Homo sapiens), P17405; AID 504937, 2011; also: potency is read from the fitted curve at half-maximal effect
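Fluorescence read-out (Ex 386 nm, Em 447 nm) after stopping the reaction at pH 10. Enzyme: ASM from human placenta; substrate HMU-PC0, 9 uM final; 60 min, 37 °C. Compound preincubation 10 min, ambient temperature.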
a7 integrin act = qHTS for Activators of Integrin-Mediated Alleviation for Muscular Dystrophy; alpha7betagal myoblasts, beta-gal FDG fluorescence, 48 h; Potency, µM (top dose mostly 38.3 µM), inactives show at the highest dose activation, most hits filed as activators; 350,000 compounds, 0.064% hits; AID 624291, 2012;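 also: potency is read from the fitted curve at half-maximal effect; 100% = response of the positive control SU9516; nearly all actives have a fitted effect of over 60% in size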
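alpha7betagal+/- myoblasts (passage 13, 250/well) treated 48 h at 37C with compounds at 1:260 dilution of DMSO stock. Lysed, then beta-galactosidase activity read as FDG fluorescence (ex 480/em 540) after 30 min, with pre-read for autofluorescence.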
A-T KAP1 phos = qHTS Assay for Identifying a Potential Treatment of Ataxia-Telangiectasia; […] A-T fibroblasts, KAP-1 phosphorylation AlphaLISA; neocarzinostatin DNA damage 30 min before lysis; Potency, µM (titrated, usually from 57.5 µM), without a hit: at the top dose activation, most hits filed as activators; 320,000 compounds, 0.19% hits; also: potency is read from the fitted curve at half-maximal effect; % of control where 0% means no effect; nearly all actives have a fitted effect of over 45% in size
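ATM-like activity read as KAP-1 phosphorylation via AlphaLISA donor/acceptor antibody pairs after lysis and 6 hr at 25C. Cells were ATM-null patient fibroblasts ([…], hTERT), dosed 60 min, then exposed to the DSB inducer NCS for 30 min.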
Mito fusion yeast = qHTS Assay for Small Molecule Inhibitors of Mitochondrial Division or Activators of Mitochondrial Fusion. S. cerevisiae fusion-defective mutant growth rescue, CellTiterGlo 48 h. AID 485298, 2010. 320,000 compounds, 0.23% hits. Potency, µM (highest dose often 46.1 µM), inactives show at the highest dose growth rescue (activation), actives largely listed as activators;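 also: potency is read from the fitted curve at half-maximal effect; % of control where 0% means no effect; nearly all actives have a fitted effect of over 45% in size; temperature-sensitive fusion mutants such as fzo1-1 at 37 °C on non-fermentable ethanol glycerol medium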
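Luminescent cell viability in 1536-well qHTS format served as the measure of rescued growth in ts fusion-mutant S. cerevisiae cultured on non-fermentable YPEG for 48 hours at 37C.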
TSG101-PTAP inh = qHTS Assay for Iinhibitors of HIV-1 Budding by Blocking the Interaction of PTAP/TSG101; Tumor susceptibility gene 101 protein (Homo sapiens), Q99816; 340,000 tested, under 10 active; Fluorescence polarization, FITC-PTAP peptide / Tsg101 binding; Potency, µM (titrated, usually from 115 µM), for inactives: top-dose activity change, negative = inhibition, hits mostly inhibitors; AID 493005, 2010; active = well fitted inhibition curve with a large enough effect in the main read-out, with a control signal flat, not every such curve was filed as active; inconclusive = small, poorly fitted or top-dose-only effect, or effect the other way, or a change in a side signal; inactive = no such curve, though single readings can be large or run the other way; also: potency is read from the fitted curve at half-maximal effect; % of control where 0% means no effect
Target sequence (Q99816 whole entry, looked up): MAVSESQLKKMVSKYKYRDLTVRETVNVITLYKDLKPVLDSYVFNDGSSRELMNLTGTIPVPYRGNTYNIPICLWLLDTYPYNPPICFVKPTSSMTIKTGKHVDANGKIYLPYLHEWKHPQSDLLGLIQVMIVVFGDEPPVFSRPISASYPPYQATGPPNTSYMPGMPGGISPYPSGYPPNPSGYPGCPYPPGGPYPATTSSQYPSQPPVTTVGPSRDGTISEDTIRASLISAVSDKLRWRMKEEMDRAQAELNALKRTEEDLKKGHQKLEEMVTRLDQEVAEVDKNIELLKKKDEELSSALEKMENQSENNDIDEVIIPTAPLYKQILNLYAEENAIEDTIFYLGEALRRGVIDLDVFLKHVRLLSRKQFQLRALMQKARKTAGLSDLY
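Fluorescence polarization binding of Tsg101 binding domain (10 uM final) to FITC-labeled PTAP peptide (50 nM final) in HEPES pH 7.5 buffer with NaCl, Tween 20, EDTA, TCEP. Compounds added before peptide; binding 20 min at RT.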
Menin MLL FP TR = qHTS Assay for Inhibitors Targeting the Menin-MLL Interaction in MLL Related Leukemias: Competition With Texas Red Labeled MLL-derived Mutant Peptide. O00255. Menin + Texas Red MLL mutant peptide, fluorescence polarization. Potency, µM (doses to about 61.6 µM), for the others: top-dose FP activity change, negative = inhibition, most hits filed as inhibitors. 270,000 compounds, 0.23% hits. AID 1768, 2009; active = well fitted inhibition curve with a large enough effect in the polarisation, with a control signal flat, not every such curve was filed as active; inconclusive = small, poorly fitted or top-dose-only effect, or effect the other way, or a change in a side signal; inactive = no such curve, though single readings can be large or run the other way; the % refers to the polarisation; also: potency is read from the fitted curve at half-maximal effect; % of control where 0% means no effect; many of its hits are not listed in these tables
MBNL1-CUG inh = qHTS Assay for Inhibitors of MBNL1-poly(CUG) RNA binding; Muscleblind-like protein 1 (Homo sapiens), Q9NR56; TR-FRET MBNL1-His/biotin-(CUG)12 binding, 665/545 ratio; Potency, µM (titrated, usually from 57.5 µM), for inactives: at the highest dose activity change, negative = inhibition, hits mostly inhibitors; 280,000 compounds, 0.036% hits; AID 2675, 2010; active = well fitted inhibition curve with a large enough effect in the signal ratio, with a control signal flat, not every such curve was filed as active; inconclusive = small, poorly fitted or top-dose-only effect, or effect the other way, or a change in a side signal; inactive = no such curve, though single readings can be large or run the other way; the % refers to the signal ratio; also: potency is read from the fitted curve at half-maximal effect; % is scaled to controls: 0 for no effect and ±100 for the full control effect
Target sequence (Q9NR56 whole entry, looked up): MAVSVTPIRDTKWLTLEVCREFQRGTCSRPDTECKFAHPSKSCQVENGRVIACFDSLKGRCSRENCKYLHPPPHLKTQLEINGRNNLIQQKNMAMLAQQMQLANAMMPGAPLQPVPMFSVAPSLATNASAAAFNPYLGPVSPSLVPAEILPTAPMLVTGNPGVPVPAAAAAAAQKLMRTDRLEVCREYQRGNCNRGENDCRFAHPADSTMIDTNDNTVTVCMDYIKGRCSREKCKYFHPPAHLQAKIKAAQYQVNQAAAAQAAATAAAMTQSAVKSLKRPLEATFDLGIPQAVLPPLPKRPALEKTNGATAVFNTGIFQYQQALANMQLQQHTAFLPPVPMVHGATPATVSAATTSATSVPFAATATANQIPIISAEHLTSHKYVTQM
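Ratiometric TR-FRET (665 over 545 nm, excitation 340 nm) tracks disruption of MBNL1-His/biotin-(CUG)12 complex after 60 min at room temperature, with compounds at 92 nM to 58 uM final.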
MLL CXXC-DNA inh = qHTS Fluorescence Polarization Assay for Inhibitors of MLL CXXC domain - DNA interaction. Potency, µM (titrated, usually from 115 µM), for inactives: at the highest dose activity change, negative = inhibition, usual class: inhibitors. Histone-lysine N-methyltransferase 2A (Homo sapiens), Q03164. AID 2662, 2010. MLL-CXXC / FITC-HOXA9 DNA fluorescence polarization. 290,000 compounds, 0.037% hits; active = well fitted inhibition curve with a large enough effect in the polarisation, with a control signal flat, not every such curve was filed as active; inconclusive = small, poorly fitted or top-dose-only effect, or effect the other way, or a change in a side signal; inactive = no such curve, though single readings can be large or run the other way; the % refers to the polarisation; also: potency is read from the fitted curve at half-maximal effect
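Fluorescence polarization: 7 uM MLL-CXXC (stock) preincubated 5 min with compounds, then 50 nM fluorescein-HOX-A9 DNA (stock) added; 30 min ambient. Buffer 50 mM Tris-HCl pH 7.5, 50 mM NaCl, 1 mM DTT, 0.05% BSA.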
* hit, by the source's call; ? = inconclusive; · = no result given; [ ] = another dose, or the depositor's remark. Unless noted, calls follow the shape of the dose curve; as a rule, active = well fitted curve in the direction sought with a large enough effect; inconclusive = small, poorly fitted or top-dose-only effect, or another doubt; inactive = no such curve, though single readings can be large; an effect the other way counts as inactive or inconclusive. This is a subset; the hit share may differ from the screen's.

mol	TCR activator	TSHR antag	S-ASM inh	a7 integrin act	A-T KAP1 phos	Mito fusion yeast	TSG101-PTAP inh	Menin MLL FP TR	MBNL1-CUG inh	MLL CXXC-DNA inh
O=C(c1ccco1)N1CCN(S(=O)(=O)c2ccc(Br)cc2)CC1	3%	3	0%	1%	1%	-6%	-4%	-29%	-2%	3%
O=C1CSC(c2cn(-c3ccccc3)nc2-c2cc3ccccc3oc2=O)N1Cc1ccccc1 (centres undefined)	8%	-4	51%[activator]	24%	-5%	29%	1%	-5%	-6%	25%
O=C(Nc1ccc(Cl)cc1)C1CCCN(C2=NS(=O)(=O)c3ccccc32)C1 (centres undefined)	2%	23	-3%	6%	-2%	-1%	-5%	·	·	·
Nc1ccc2nc3c(=O)n(C4CCCCC4)c(=O)[nH]c3nc2c1	2%	-9	-8%	-23%	0%	19%	?	·	?	?
C=CC(n1cncn1)C(O)(c1ccccc1)c1ccccc1 (centres undefined)	-9%	-4	5%	?	14%	10%	-1%	·	·	·
Cn1c(=O)c2c(nc(CN3CCN(C(=O)c4ccco4)CC3)n2CCCO)n(C)c1=O	-5%	12	-6%	30%	10%	0%	3%	·	-4%	22%
COc1cc(C(=O)Nc2ccccc2N2CCOCC2)ccc1OCC(=O)N1CCOCC1	0%	-8	1%	-10%	6%	-1%	-2%	·	·	·
COCc1cc(C)nc2sc(C(=O)Nc3ccccc3Br)c(N)c12	-5%	5	·	10%	11%	5%	-4%	-7%	20%	29%
COc1ccc(-c2csc(NC(=S)NC(=O)c3ccco3)n2)cc1Br	-3%	-13	-1%	29%	-19%	-3%	-3%	·	1%	0%
COC(=O)C1CCCCN1C(=O)c1cc(COc2cccc3cnccc23)on1 (centres undefined)	·	-30	·	·	·	9%	·	·	?	-15%
N=c1c(C(=O)NC2CCCCC2)cc2c(=O)n3ccccc3nc2n1Cc1ccccc1	4%	-12	·	-16%	-6%	-1%	0%	·	?	2%
COC(=O)c1cccc(Cn2nc(C)c([N+](=O)[O-])c2C)c1	-1%	-3	-1%	-44%	5%	-5%	-1%	4%	5%	-3%
CCCOc1ccc(C(=O)Nc2ccc3c(c2)OCCO3)cc1	-2%	-9	-2%	-11%	5%	-1%	1%	?	-3%	2%
COc1cccc(NC(=O)Cn2c(=O)n(-c3ccccc3)c(=O)c3oc4ccccc4c32)c1	3%[46.1 µM]	11	-7%	-29%	-3%	-2%	-3%	-24%	17%	2%
CCN(CC)S(=O)(=O)c1ccc(NC(=O)c2cc(C(=O)OC)cc([N+](=O)[O-])c2)cc1	-3%[46.1 µM]	18	0%	12%	2%	5%	-1%	?	24%	-3%
COc1ccc(C/C(C)=N/Nc2nc(C)cc(=O)[nH]2)cc1	3%	-3	5%	-14%	-2%	-2%	-4%	-6%	-1%	-4%
COc1ccc2[nH]c3c(c2c1)CCN1C(=O)C(CC(=O)NCCCn2ccnc2)C[C@H](C(=O)N2CCOCC2)[C@@]31C (some centres undefined)	1%[46.1 µM]	5	-5%	11%	3%	·	-3%	·	·	·
CCCOc1ccc(-c2nc(=S)[nH][nH]2)cc1	8%	-20	4%	2%	·	22%	-4%	4%	-10%	11%
CN(C(=O)COC(=O)/C=C/c1cn(-c2ccccc2)nc1-c1ccc2c(c1)OCCO2)C1CCS(=O)(=O)C1 (centres undefined)	5%	13	2%	?	-15%	5%	1%	31%[activator]	11%	19%
COC(=O)c1cc(C(=O)OCC(=O)N2CCCCC2)cc([N+](=O)[O-])c1	0%	-11	2%	10%	19%	·	-5%	·	·	·
Cc1cc(C)n2nc(SCC(=O)N3CCN(c4ccccc4)CC3)nc2n1	2%	24	-4%	0%	11%	·	0%	·	·	·
N#C/C(=C\c1ccccc1)c1nc2ncccc2[nH]1	15%	25	42%[activator]	5%	-3%	-2%	1%	1%	?	-3%
CCN(CC)CCN1C(=O)C(=O)/C(=C(/O)c2ccc(F)cc2)C1c1cccnc1 (centres undefined)	4%[46.1 µM]	-5	3%	-15%	-2%	-3%	0%	3%	4%	10%
C#CCOCCOCCOCCNc1nc(N2CCN(C(=O)Cn3cc(CC(C)O)nn3)CC2)nc(N2CCN(C(=O)[C@H](C)n3cc(CCC(=O)O)nn3)CC2)n1 (some centres undefined)	1%	·	2%	-14%	·	·	-2%	·	·	·
c1ccc(-c2nnn(C34CC5CC(CC(C5)C3)C4)n2)cc1	-3%	1	-3%	-30%	29%	6%	0%	-10%	1%	1%

Retrieved one by one from the entries so far, 2 records:
mol	TCR activator	TSHR antag	S-ASM inh	a7 integrin act	A-T KAP1 phos	Mito fusion yeast	TSG101-PTAP inh	Menin MLL FP TR	MBNL1-CUG inh	MLL CXXC-DNA inh
CCCOc1ccc(-c2nc(=S)[nH][nH]2)cc1	8%	-20	4%	2%	·	22%	-4%	4%	-10%	11%
CN(C(=O)COC(=O)/C=C/c1cn(-c2ccccc2)nc1-c1ccc2c(c1)OCCO2)C1CCS(=O)(=O)C1 (centres undefined)	5%	13	2%	?	-15%	5%	1%	31%[activator]	11%	19%

Further structures follow.
mol	TCR activator	TSHR antag	S-ASM inh	a7 integrin act	A-T KAP1 phos	Mito fusion yeast	TSG101-PTAP inh	Menin MLL FP TR	MBNL1-CUG inh	MLL CXXC-DNA inh
CN1C(C(=O)NCc2ccco2)=CC(c2ccc(F)cc2)=NS1(=O)=O	-4%	-5	-1%	-10%	2%	2%	3%	10%	?	-5%
CCN(CC)c1ccc(C=Nc2cccc(S(=O)(=O)N3CCOCC3)c2)c(O)c1	-6%	16	6%	26%	-2%	·	-2%	·	·	·
CC(C)Sc1nc(SCC(=O)O)c2c3c(sc2n1)COC(C)(C)C3	-12%	-2	23%	-42%	1%	3%	-4%	·	17%	-8%
Cn1nc(C(=O)N2CCN(c3ccccc3)CC2)c2c1-c1ccccc1S(=O)(=O)C2	7%	-10	-1%	-5%	2%	9%	-8%	1%	2%	13%
CCC(=O)Nc1ccc(-c2csc(C)n2)cc1	4%	-7	1%	25%	7%	4%	-4%	2%	9%	-1%
CCCOc1cccc(C(=O)N(Cc2ccco2)C2CCS(=O)(=O)C2)c1 (centres undefined)	3%[46.1 µM]	5	2%	21%	2%	0%	-6%	-11%	-6%	-2%
CC1=C(C)CC(C(=O)c2ccc(C)cc2)C(C(=O)O)C1 (centres undefined)	6%	9	3%	24%	·	3%	-9%	-3%	-2%	-24%
CCOc1ccc(CN2CCN(Cc3cccn3-c3nccs3)CC2CCO)cc1 (centres undefined)	-7%	11	0%	16%	10%	0%	-3%	·	0%	1%
O=C(CNc1ccccc1N1CCCC1=O)Nc1cc(Cl)ccc1-n1cncn1	1%	3	0%	1%	-11%	3%	-8%	·	·	·
Cc1ccc(NC(=O)c2cnc(SCC(=O)NCC3CCCO3)n(C)c2=O)cc1 (centres undefined)	3%	-12	-5%	0%	6%	-9%	-4%	·	·	·
COc1ccc(/C=C/C(=O)NC(=S)Nc2cc3oc4ccccc4c3cc2OC)cc1	-4%[46.1 µM]	6	0%	-12%	-2%	-3%	1%	4%	·	8%
Cn1c(/C=C/c2ccc(Cl)cc2)c([N+](=O)[O-])c(=O)n(C)c1=O	1%	-7	-5%	-69%[inhibitor]	12%	-9%	-2%	-1%	10%	4%
CCn1c(C)cc(C(=O)CSc2nnc(-c3ccco3)o2)c1C	0%	-9	3%	-14%	1%	0%	-8%	·	·	·
COc1cnc(-c2ccccn2)nc1Oc1ccccc1Cl	-3%	8	1%	-4%	-4%	-7%	-2%	-3%	?	-11%
CC(=O)Nc1ccc(S(=O)(=O)N(C)CC(=O)NCCOc2ccccc2)cc1	-1%	·	1%	-10%	21%	·	-3%	·	·	·
